Screening results as filed in PubChem.
RBX1-CUL1 inh = inhibitors of human ROC1-CUL1 ubiquitin ligase activity. inhibition, % at 10 µM. AID 1347404. hit rate 0.6% among 140,000. in vitro K48 di-Ub FRET, acceptor:donor ratio, 45 min; in the data active = inhibition above about 25%
Target sequence (P62877 whole entry, looked up): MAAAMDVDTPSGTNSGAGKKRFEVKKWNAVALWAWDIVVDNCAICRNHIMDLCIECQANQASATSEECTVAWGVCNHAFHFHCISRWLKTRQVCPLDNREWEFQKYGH
Target sequence (Q13616 whole entry, looked up): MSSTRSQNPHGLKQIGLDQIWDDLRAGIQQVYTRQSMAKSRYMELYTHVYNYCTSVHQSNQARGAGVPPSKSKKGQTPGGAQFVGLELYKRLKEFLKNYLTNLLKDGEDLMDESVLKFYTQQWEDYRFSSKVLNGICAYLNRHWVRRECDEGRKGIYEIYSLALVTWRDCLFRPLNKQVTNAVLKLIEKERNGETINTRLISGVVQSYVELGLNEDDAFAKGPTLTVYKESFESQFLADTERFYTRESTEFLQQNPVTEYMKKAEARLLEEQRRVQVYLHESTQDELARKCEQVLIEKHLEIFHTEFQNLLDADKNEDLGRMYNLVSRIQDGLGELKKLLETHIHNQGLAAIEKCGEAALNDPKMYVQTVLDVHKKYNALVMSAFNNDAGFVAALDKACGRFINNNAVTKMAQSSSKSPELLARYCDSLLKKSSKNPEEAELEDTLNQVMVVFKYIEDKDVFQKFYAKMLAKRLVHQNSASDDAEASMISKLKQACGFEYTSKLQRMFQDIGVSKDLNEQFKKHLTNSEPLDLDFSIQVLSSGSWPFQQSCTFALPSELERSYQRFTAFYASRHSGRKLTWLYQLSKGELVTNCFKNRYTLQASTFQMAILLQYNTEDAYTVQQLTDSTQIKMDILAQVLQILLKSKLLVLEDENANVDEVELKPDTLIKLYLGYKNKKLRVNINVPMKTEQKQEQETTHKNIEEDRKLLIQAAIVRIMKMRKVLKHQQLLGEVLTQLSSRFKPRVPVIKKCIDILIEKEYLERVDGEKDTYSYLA
An asterisk follows results filed as active.

SMILES | RBX1-CUL1 inh
COc1ccccc1/C=C/c1nc(C#N)c(NC(C)c2ccccc2)o1 (stereo unspecified) | -6
CC1=Nc2nc(SCc3cccc(C)c3)nn2C(c2cccs2)C1C(=O)Nc1ccc(C)cc1C (stereo unspecified) | -1
COc1ccc2nc(-n3ncc4c3CCCC4)sc2c1 | -4
O=C(Cc1ccc(Cl)cc1)N1CCC(C2(c3ccccn3)NC(=O)N(CC3CCCO3)C2=O)CC1 (stereo unspecified) | 3
Cc1cccc(N2C(=O)C(CC(=O)Nc3ccccc3)N(C3CCCCC3)C2=O)c1 (stereo unspecified) | 0
CSc1cnn(-c2ccccc2)c(=O)c1SCc1ccccc1 | -6
COc1ccc(OCc2cc(C(=O)N3CCCCCCC3)n[nH]2)c(Cl)c1 | -5
COc1cc(C)c(/C=N/NC(=O)CNC(=O)COc2ccc3ccccc3c2)cc1C(C)C | -1
Cc1cccc(N2CCN(c3c4c(nc5nncn35)CCC4)CC2)c1C | 0
O=C(CN1C(=O)S/C(=C\c2cc3c(cc2Cl)OCO3)C1=O)c1ccc(Cl)cc1 | 11
Cn1c(CN2CCOc3ccc(CN4CCN(c5ccc(F)cc5)CC4)cc3C2)nc2ccccc21 | -1
CCCC(=O)Nc1cc(Cl)ccc1N1CCN(C(=O)C(C)C)CC1 | 4
CCOc1ccc(N2C(=O)C(Cc3cc(C)n(C4CCCC4)c3C)=NC2=S)cc1 | -3
Cc1ccc(NC(=O)CCCN2C(=O)COc3ccc(C)cc32)c(Cl)c1 | -7
COc1cc(N2N=CCN(C)C2=O)c(F)cc1Cl | -5

Looked up by structure from the list above (two):
SMILES | RBX1-CUL1 inh
CC1=Nc2nc(SCc3cccc(C)c3)nn2C(c2cccs2)C1C(=O)Nc1ccc(C)cc1C (stereo unspecified) | -1
O=C(CN1C(=O)S/C(=C\c2cc3c(cc2Cl)OCO3)C1=O)c1ccc(Cl)cc1 | 11

(listing goes on)
SMILES | RBX1-CUL1 inh
Cc1ccc(Nc2nc(N)nc(-c3cc(Cl)ccc3O)n2)cc1 | 10
COC(=O)c1ccc2c(c1)N(CC(=O)Nc1cccc(Cl)c1C)C(=O)c1ccccc1S2 | 7
c1cn2c3c(n1)CCNc3c1ccc(C3CCCCC3)cc12 | 1
Cc1ccccc1N1CCN(C(=O)c2cc(F)c(F)cc2Cl)CC1 | 1
CC(C)NCC(O)COc1cccc2c(=O)c3ccccc3sc12 (stereo unspecified) | -4
CCCCN=C1C(=O)Nc2ccc(C)cc21 | 15
O=C(CC(NCc1ccccn1)C(=O)O)Nc1cccc(Cl)c1 (stereo unspecified) | -6
c1ccc(-c2nnc3sc(-c4ccco4)nn23)cc1 | 3
CCn1c2ccccc2c2cc(/C=N/NC(=O)c3c(Br)c(C)nn3C)ccc21 | -4
Nc1c(C(=O)Nc2ccc3ccccc3c2)sc2nc3c(cc12)CCCCCC3 | -7
CCCN(CCC)S(=O)(=O)c1ccc(NC(=O)c2ccc(NC(C)=O)cc2)cc1 | 4
O=C(NC(NCC1CCCO1)C(Cl)(Cl)Cl)c1ccc(Cl)cc1 (stereo unspecified) | -8
COc1ccc(C)cc1NC(=O)C(=O)NCCc1csc2nc(-c3ccccc3F)nn12 | -1
Cc1ccc(NC(=O)CN2CCN(Cc3ccc4c(c3)OCO4)CC2)cc1 | 5
Cc1oncc1-c1nn2c(Cc3ccccc3)nnc2s1 | 9
CC1CCN(c2nc3ccc(C(=O)NC(C)C)cc3s2)CC1 | 3
COc1ccc(S(=O)(=O)N2CCN(c3ccccc3C)CC2)c(OC)c1 | 9
CN(C)c1ccc(/C=C/c2nc3c(c(-c4ccccc4)c2C(=O)O)C(=O)c2ccccc2-3)cc1 | -5
CCCCCn1cc2c(c1-c1ccc(Cl)cc1)c(=O)n(C)c(=O)n2C | -7
COc1ccc(NC(=O)c2sc3nc(-c4ccc(F)cc4)cc(-c4ccc(C)cc4)c3c2N)cc1 | 2
CC[C@@]1(C(=O)OC)C[C@H](C(=O)N2CCCCO2)[C@H](c2ccc(F)cc2)N1C | 2
O=C(O)CSC1=NC(=Nc2ccc(Cl)cc2)C2(CCCC2)N1c1ccc(C(=O)O)cc1 | 4
CCc1ccc(C(=O)NC2CCN(Cc3ccccc3)CC2)cc1 | -1
COc1ccccc1-c1nnc2sc(/C=C/c3ccco3)nn12 | 20
C=CCOc1ccc(/C=C2\SC(=O)N(Cc3ccc(F)cc3)C2=O)cc1Cl | 6
Cc1nc(C(C)Nc2nncc(-c3ccc4c(c3)OCO4)n2)cs1 (stereo unspecified) | -1
CCOc1ccc(N=C2SC(CC(=O)Nc3cc(OC)c(Cl)cc3OC)C(=O)N2CC)cc1 (stereo unspecified) | -1
C(=Nc1ccc2c(c1)oc1ccccc12)c1ccc(Sc2nnnn2-c2ccccc2)o1 | -8
COc1cc(NC(=O)c2cccc3c2C(=O)N(C2CCCCC2)C3)cc(OC)c1OC | 10
COC(=O)[C@]1(C)C[C@H](C(=O)N(C)Cc2ncc(C)[nH]2)[C@H](c2ccccc2)N1C | -6
C(=Cc1ccccc1)C=NNC1=NCCS1 | 3
Cc1ccccc1NS(=O)(=O)c1nnc(NC(=O)c2ccco2)s1 | 5
O=C(CSc1nnnn1-c1ccccc1)Nc1ccc(F)cc1 | 4
CC1(NO)OC(=O)c2ccccc21 (stereo unspecified) | -2
CCOc1ccc(C2CC(=O)NC3=C2C(=O)CC(C)(C)C3)cc1Cl (stereo unspecified) | 9
O=C(Nc1ccc(-c2cccc(F)c2)cc1)C1CCCN1C(=O)c1ccncc1 (stereo unspecified) | 0
O=C(OCCCNC1NS(=O)(=O)C2CCCCC12)c1ccc(S(=O)(=O)N2CCOCC2)cc1 (stereo unspecified) | 2
COc1ccc(C)cc1N(CC(=O)N/N=C/c1cc(C)n(-c2ccccc2C)c1C)S(C)(=O)=O | -4
CC1C(=NC(=S)NCCN2CCOCC2)C(=O)N(c2ccccc2)N1C (stereo unspecified) | 1
Cc1noc(C)c1CCCNC(=O)c1ccc(N2CCCCO2)nc1 | -3
COC(=O)c1ccc(C(=O)OC)c(NC(=O)CCc2ccccc2)c1 | -2
O=C1CCCCC1c1cccc2ccccc12 (stereo unspecified) | 0
CC(OC(=O)c1ccc(Br)cc1)C1(C)CCOC1=O (stereo unspecified) | 5
Cc1ccc2c(c1)c1c(n2C)C(C(N)=O)CCC1 (stereo unspecified) | 5
CSc1ccccc1C(=O)NCc1c(C)ncc2c1CCN(C(=O)c1cc3ccccc3o1)C2 | -5
CCc1nn2c(-c3cccc(C)c3)nnc2s1 | -6
C=CCNC(=S)NN1CCN(C)CC1 | 8
COc1cc(C)c(/C=C2\SC(=O)N(c3cccc(Cl)c3)C2=O)cc1C(C)C | -3
CCOc1cc(/C=C2/C(=O)NN(c3ccc(F)cc3)C2=O)ccc1OC(C)C | 5
COc1cccc(C2C(C(=O)Nc3ccccc3)=C(C)N=c3s/c(=C/c4ccsc4)c(=O)n32)c1 (stereo unspecified) | 2
CC(=O)N(C)C1C(=N)N(Cc2ccccc2)C(=O)NC1=O (stereo unspecified) | -7
COC(=O)CN(C)C(=O)CCc1nnc(Cc2cccc(C(F)(F)F)c2)o1 | -9
O=S(=O)(c1ccc2nc(N3CCN(c4ccccc4F)CC3)ccc2c1)N1CCCCC1 | -4
CSc1ccc(C(c2c(C)n(C)n(-c3ccccc3)c2=O)C2C(=O)Oc3ccccc3C2=O)cc1 (stereo unspecified) | -3
Cc1cccc(N2CCN(C(=O)C3CCCN(C(=O)c4cc5sccc5n4C)C3)CC2)c1C (stereo unspecified) | -2
COc1ccc(C)cc1NC(=O)CN(c1cc(C(F)(F)F)ccc1Cl)S(C)(=O)=O | -9
CCCOc1ccccc1/C=N/NC(=O)COc1ccccc1OC | -5
CCNC(=O)CN(Cc1ccc(Br)cc1)S(=O)(=O)c1ccc(C)cc1 | -3
CC(=O)N1N=C(c2ccc(C)cc2)CC1c1ccc(Cl)cc1Cl (stereo unspecified) | 1
N#Cc1ccc(Oc2cccc(C(=O)O)c2)cc1 | -2

Molecules shown so far that contain a thiophene ring, fused or not (5):
SMILES | RBX1-CUL1 inh
CC1=Nc2nc(SCc3cccc(C)c3)nn2C(c2cccs2)C1C(=O)Nc1ccc(C)cc1C (stereo unspecified) | -1
Nc1c(C(=O)Nc2ccc3ccccc3c2)sc2nc3c(cc12)CCCCCC3 | -7
COc1ccc(NC(=O)c2sc3nc(-c4ccc(F)cc4)cc(-c4ccc(C)cc4)c3c2N)cc1 | 2
COc1cccc(C2C(C(=O)Nc3ccccc3)=C(C)N=c3s/c(=C/c4ccsc4)c(=O)n32)c1 (stereo unspecified) | 2
Cc1cccc(N2CCN(C(=O)C3CCCN(C(=O)c4cc5sccc5n4C)C3)CC2)c1C (stereo unspecified) | -2

Sorted by the number under RBX1-CUL1 inh (descending): some entries from above
SMILES | RBX1-CUL1 inh
CC(=O)N1N=C(c2ccc(C)cc2)CC1c1ccc(Cl)cc1Cl (stereo unspecified) | 1
N#Cc1ccc(Oc2cccc(C(=O)O)c2)cc1 | -2
O=S(=O)(c1ccc2nc(N3CCN(c4ccccc4F)CC3)ccc2c1)N1CCCCC1 | -4
COC(=O)CN(C)C(=O)CCc1nnc(Cc2cccc(C(F)(F)F)c2)o1 | -9

Next section:
SMILES | RBX1-CUL1 inh
O=C(CSCc1ccc(Cl)cc1)c1ccccc1 | -1
CCC1CCCCN1C(=O)CC1(c2ccccc2)CC(=O)N(CCCOc2cccnc2)C1=O (stereo unspecified) | 4
CCOc1ccc(CNC(=O)c2ccc(-c3nc(CSc4ccc(C)cc4)c(C)o3)cc2)cc1 | -5
Cc1ccc(S(=O)(=O)N2CCCCCC2)cc1C(=O)NC1CCCCC1 | -1
CCSc1nnc(NC(=O)c2cccc(OC)c2OC)s1 | 2
COc1ccccc1-c1nc2cc(NC(=O)c3ccccc3Cl)ccc2o1 | 6
Cc1ccc(N2C(=O)c3ccc(C(=O)N4CCN(c5ccc(Cl)c(Cl)c5)CC4)cc3C2=O)cc1 | 0
Cc1ccc(C)c(N=C/C=C/c2ccc([N+](=O)[O-])cc2)c1 | -6
Cc1ccc(-n2c(SCCC(C)C)nc3sc4c(c3c2=O)CCCCC4)cc1 | 0
Cc1ccc(NC(=O)N2CC=C(c3c[nH]c4ccccc34)CC2)cc1Cl | 6
COc1ccc(C(=O)c2sc3nc(C)c(C(=O)Nc4ccccc4)c(C)c3c2N)cc1 | 2
COc1cc2c(cc1NC(=O)COc1cc(C)ccc1C)oc1ccccc12 | -1
O=C(O)c1ccccc1N1C(=O)c2c(Cl)c(Cl)c(Cl)c(Cl)c2C1=O | -5
CN1C(=O)C(=Cc2cn(Cc3ccc(Cl)cc3Cl)c3ccccc23)C(=O)N(C)C1=O | 4
CCN(CC)c1ccc(C2C3C(=O)CC(C)(C)CC3=Nc3ccccc3N2C(=O)C(F)(F)F)cc1 (stereo unspecified) | 1
CSc1c(C#N)c(N)n2nc(-c3ccccc3)cc2c1[N+](=O)[O-] | -8
COc1cccc(N2C(=O)C(C=Nc3ccc(N4CCOCC4)cc3)C(=O)NC2=S)c1 (stereo unspecified) | -2
O=C1Oc2c(c(=O)n(Cc3ccccc3)c3ccccc23)C(=O)C1Sc1cc(Cl)c(Cl)cc1Cl (stereo unspecified) | -6
Nn1c(-c2ccccc2)nc2c(c1=O)C1(CCCCC1)Cc1ccccc1-2 | -11
COc1ccccc1C(=O)NCC(c1cccnc1)N1CCc2ccccc2C1 (stereo unspecified) | 0
Cc1cccc(OCCn2c(-c3ccc(Cl)cc3)nc3ccccc3c2=O)c1 | 0
CC1(C)Cc2nc(NCCO)c(C#N)cc2CO1 | 7
Cc1c(CC(=O)NCCO)c2c(n1CC(C)C)CC(C)(C)CC2=O | -1
COc1cccc(/C=N\NC(=O)c2sc(N)nc2C)c1OC | -1
CCn1cc(C(=O)NCCc2ccccc2)c(=O)c2cc(S(=O)(=O)N3CCOCC3)ccc21 | 3
O=C(Cc1ccccc1)Nc1ccc(N2CCN(C(=O)c3ccco3)CC2)c(Cl)c1 | 9
Cc1nn(C)c2c1c(-c1ccccc1)cc(=O)n2Cc1ccccc1C#N | -5
COc1ccccc1N1CCN(C(=O)c2nn(-c3ccc(C)cc3)c(=O)n(C)c2=O)CC1 | -4
CC1CCc2sc(C(=O)N3CCN(C)CC3)cc2C1 (stereo unspecified) | -3
CC1(C)C2(C(N)=O)C(=O)NC(=O)C12C(=O)O (stereo unspecified) | -8
CC(C)(C)c1cc(N=CCc2nnnn2-c2ccc3ccccc3c2)no1 | 1
CCCCCCCSc1cc(OC)c(CC(=O)O)cc1OC | 6
Cc1ccc(NC(=O)Cn2c(=O)n(Cc3ccco3)c(=O)c3sc4ccccc4c32)c(C)c1 | 11
Cc1cnc(C)c(N2CCN(C(=O)CCC3(Cc4ccc(Cl)cc4)CCC(=O)N3)CC2)n1 (stereo unspecified) | 2
CCCOC(=O)c1c(N)sc2c1CCC(C)C2 (stereo unspecified) | 4
CC1CCc2nc(NC(=O)Cc3ccc(Cl)cc3)sc2C1 (stereo unspecified) | -4
O=C1CC(C(=O)NCCC2=CCCCC2)Cc2nc(NC(=O)c3c(F)cccc3Cl)sc21 (stereo unspecified) | 3
C/C(C(=O)NCC(O)CO)=C(/C)c1nc2ccccc2[nH]1 (stereo unspecified) | 2
Cc1ccc(-c2cc(C(F)(F)F)n3nccc3n2)cc1C | 4
CC1=C(c2ccccc2)S[C@]2(c3ccccc3)c3nc4ccccc4n3C(=O)C12 (stereo partly specified) | -4
COc1ccc(NC(=O)Cn2cc(S(=O)(=O)N3CCC(C)CC3)c3ccccc3c2=O)cc1Cl | -12
Cc1ccccc1C(=O)NC(=S)Nc1ccc(N2CCCC2)c(Cl)c1 | 3
CC(/C=C/c1ccccc1)=N\NC(=O)C1CC1c1ccccc1 (stereo unspecified) | 7
CSc1ccc(CNc2ccc(C)cc2)cc1 | 5
COc1ccc(Cc2nn3c(-c4cccc(C(F)(F)F)c4)nnc3s2)cc1 | -6
CC1=NN(c2ccc(Cl)c(Cl)c2)C(=O)/C1=C/c1ccc(C)cc1 | -8

The list is partial, so the mix of outcomes need not match the whole.
